Myeloid diff 2: myeloid differentiation induction; ER-HoxA9 myeloid progenitors, lysozyme-GFP differentiation, flow cytometry; calls only at 10 µM; actives 1% (n = 360,000); AID 624256;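 active = normalized GFP-positive differentiation at or above the plate's own cutoff, the solvent-only control mean plus 3 SD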;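 note: cells exposed to compound for four days before flow analysis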
Myeloid diff 2 GFP+ MAC1+ %: further read-out of Myeloid diff 2, marked with its call; GFP+ MAC1+ double positive, %; measured here: differentiation confirmed by MAC1 staining
* hit, by the source's call; i = inactive; + = active, no number. Some of the compounds tested; rates above refer to the full screens.

molecule	Myeloid diff 2	Myeloid diff 2 GFP+ MAC1+ %
Cc1cc(C)n(-c2ccc(C(=O)N3CCN(S(=O)(=O)c4cccc(Br)c4)CC3)cc2)n1	i	0.4
CCCCN1C(=O)C(CC(=O)NCCc2ccccn2)CC(C(=O)N(CC)CC)=C1C (centres undefined)	i	1.6
O=C(Cc1ccc(Cl)cc1)Nc1cccnc1Cl	i	0.3
Cc1c(C(=O)NCc2ccccc2CN2CCCC2)oc2ccccc12	i	1.5
CCOC(CNCc1cc(C)c2[nH]c3ccccc3c2c1C)OCC	i	1.2
COc1ccc(CC(=O)Nc2nc(OCC(F)(F)F)cnc2-c2ccc(Cl)cc2Cl)cc1	i	1.0
C[C@@H]1CCCCO[C@@H](CN(C)Cc2ccncc2)[C@@H](C)CN([C@H](C)CO)C(=O)c2cc(NC(=O)c3ccccc3)ccc2O1	i	1.5
O=C(Nc1ccc2c(c1)C(=O)c1ccccc1-2)c1ccccc1	i	0.5
CC1(c2ccccc2)CCC(=O)NC1 (centres undefined)	i	0.6
CCOC(=O)C(=O)Nc1ccc(S(=O)(=O)Nc2nccc(C)n2)cc1	i	0.7
Cc1ccc(-n2cnc3c(=O)[nH]cnc32)cc1[N+](=O)[O-]	i	0.5
CCN(CC)C(=O)c1cccc(-c2csc(C(C)(O)c3ccc(F)c(F)c3)n2)c1 (centres undefined)	i	0.4
COc1cccc(CNC(=O)[C@@H]2CCCN2C(=O)[C@@H]2CCCN2C(=O)OC(C)(C)C)c1	i	0.5
CC(=O)c1c(O)c(C)c(O)c2c1OC1=CC(=O)/C(=C(/C)N)C(=O)C12C (centres undefined)	i	0.6
CCCCNC(=O)C1c2ccccc2OCC(=O)N1Cc1ccccn1 (centres undefined)	i	1.8

(more compounds)
molecule	Myeloid diff 2	Myeloid diff 2 GFP+ MAC1+ %
CC(=O)OC[C@@H]1CN(Cc2ccccc2)C[C@H](n2cnc3c(NCc4ccc(F)cc4)ncnc32)O1	i	0.7
COc1cc(CN2CCC(C(=O)NC(C)(C)C)CC2)ccc1OCc1ccccc1	i	0.3
O=C(NC1CC1)c1ccc(NC(=O)C2CCC2)cc1	i	0.5
CCOC(=O)C1=CCC(c2ccc(F)cc2)N(S(=O)(=O)c2ccc(C)cc2)C1 (centres undefined)	i	0.9
COc1ccc(C(=O)c2ccccc2)cc1CN1CCOCC1	i	0.5
Cc1cc(C)c2cc(N)c(Cl)nc2n1	i	1.9
CC1(C)Oc2cc3oc(=O)ccc3c3c2C2C1CCC(C)(O3)C2O (centres undefined)	i	2.7
CC1(Oc2ccc3ccccc3c2)CCN(Cc2cccn2-c2nccs2)C1 (centres undefined)	i	0.5
O=C(Nc1ccc(C(=O)N2CCOCC2)cc1)C1CC1	i	0.9
COc1ccc2c(c1OC)OCC2C (centres undefined)	i	0.2
COc1cccc(C(NC(C)=O)c2nc(-c3cccs3)cs2)c1 (centres undefined)	i	1.1
COc1cccc(C(NC(C)=O)c2nc(-c3ccc4ccccc4c3)cs2)c1 (centres undefined)	i	1.7
CCN(C(=O)COC(=O)c1cccc2ccccc12)c1c(N)n(Cc2ccccc2)c(=O)[nH]c1=O	i	0.3
Cc1cccc(C2=NN(c3ccc(Br)cc3)[C@@H](C(=O)N3CCOC3=O)[C@@H]2c2ccccc2)c1	i	0.9
CC(Sc1nnc(-c2cccnc2)n1N)C(=O)Nc1ccc2c(c1)OCCO2 (centres undefined)	i	0.5

Additional entries follow:
molecule	Myeloid diff 2	Myeloid diff 2 GFP+ MAC1+ %
CN(C)c1ccc(-c2ccnc3c2CC(C)(C(=O)Nc2ccc(Cl)c(C(F)(F)F)c2)O3)cc1 (centres undefined)	i	0.7
COc1ccc(OC)c(S(=O)(=O)NCC(=O)NC2CCCc3ccccc32)c1 (centres undefined)	i	0.6
O=S1(=O)CC(N2CC=CC2)CN1Cc1ccc(F)cc1 (centres undefined)	i	0.6
Cc1c(C(=O)NCCN(C)C)n(C)c(=O)c2ccccc12	i	1.6
COc1cccc(-c2cnc(C(O)c3ccc(OC)c(F)c3)[nH]2)c1 (centres undefined)	i	1.7
O=[N+]([O-])c1ccc2[nH]ccc2c1	i	1.2
Cc1ccccc1C(=O)NNS(=O)(=O)c1ccc(F)cc1	i	0.9
C[C@H]1CN([C@@H](C)CO)C(=O)c2cc(C#Cc3cccnc3)cnc2O[C@H]1CN(C)Cc1ccc(F)cc1	i	0.5
CCO[C@@H]1OC(C(=O)O)=C[C@H](c2ccccc2)[C@H]1CCCO	i	1.9
O=C(Nc1ccn(CCCNCC(c2ccccc2)c2ccccc2)c(=O)n1)OCc1ccccc1	i	0.5
C[C@@H]1CN([C@@H](C)CO)C(=O)CCCn2cc(nn2)CO[C@H]1CN(C)C(=O)c1ccc2ccn(C)c2c1	i	1.7
Oc1cc(O)c(CN2CCOCC2)cc1CN1CCOCC1	i	0.5
O=C(Nc1ccc(F)cc1)C(c1cccc(F)c1)N1CCN(c2ccncc2)CC1 (centres undefined)	i	1.7
CC(C)CN(C(=O)COC(=O)CSc1ccc(Br)cc1)C1CCS(=O)(=O)C1 (centres undefined)	i	0.7
COc1ccc(Cl)cc1NC(=O)CN(C)CC(=O)Nc1ccc2c(c1)OCO2	i	0.7

The list goes on (6 carried over from the part before).
SMILES	Myeloid diff 2	Myeloid diff 2 GFP+ MAC1+ %
O=C(Nc1ccn(CCCNCC(c2ccccc2)c2ccccc2)c(=O)n1)OCc1ccccc1	i	0.5
C[C@@H]1CN([C@@H](C)CO)C(=O)CCCn2cc(nn2)CO[C@H]1CN(C)C(=O)c1ccc2ccn(C)c2c1	i	1.7
Oc1cc(O)c(CN2CCOCC2)cc1CN1CCOCC1	i	0.5
O=C(Nc1ccc(F)cc1)C(c1cccc(F)c1)N1CCN(c2ccncc2)CC1 (centres undefined)	i	1.7
CC(C)CN(C(=O)COC(=O)CSc1ccc(Br)cc1)C1CCS(=O)(=O)C1 (centres undefined)	i	0.7
COc1ccc(Cl)cc1NC(=O)CN(C)CC(=O)Nc1ccc2c(c1)OCO2	i	0.7
CC[C@]12c3[nH]c4ccc(Cl)cc4c3CCN1C(=O)[C@@H](CC(=O)NCc1ccc(OC)c(OC)c1)C[C@@H]2C(=O)N1CCN(C(=O)C2CC2)CC1	i	0.7
Cc1ccccc1OCC(=O)OCC(=O)NC1CCCC1	i	1.0
Cc1cc2c(cc1C)NC(C)CC(=O)N2 (centres undefined)	i	0.8
Cc1cccc(S(=O)(=O)NC(=O)C2(C)CCN2C(=O)Cc2ccsc2)c1 (centres undefined)	i	1.4
C=CCn1c(SCC(=O)N2CCN(C(=O)OCC)CC2)nc2c([nH]c3ccccc32)c1=O	i	0.3
O=C(Cn1ccc(=O)[nH]c1=O)Nc1nccs1	i	1.1
CC1=C(C(=O)N(C)C)CC(CC(=O)NCc2cccc3ccccc23)C(=O)N1CCCN1CCCC1=O (centres undefined)	i	1.1
CC(C)OCCCNC(=O)CN1C(=O)CSc2ccc(S(=O)(=O)N3CCOCC3)cc21	i	1.9
CCCCCC(=O)Nc1cc(S(=O)(=O)N2CCCCC2)ccc1N1CCCCC1	i	0.4
CCCc1nc2c3ccccc3ccn2c1Cc1cccc(Cl)c1	i	0.5
C[C@@H]1CN([C@H](C)CO)C(=O)CCCn2nncc2CO[C@@H]1CN(C)C(=O)C1CCCCC1	i	0.9
CC[C@H](C)[C@@H](N)C(=O)NC[C@H]1O[C@@H](n2cnc3c(=O)[nH]c(N)nc32)[C@H](O)[C@@H]1O	i	0.6

The listing continues:
SMILES	Myeloid diff 2	Myeloid diff 2 GFP+ MAC1+ %
O=C(NCc1ccccc1)C(c1ccccc1)n1c(=O)c(-c2ccco2)nc2ccccc21 (centres undefined)	i	5.4
COCC(=O)N(C)[C@H]1C[C@H]2c3cc(N4CCN(C)CC4)ccc3CCN2C(=O)[C@H]1[C@H](C)O	i	2.6
CC1(C(=O)NCCc2ccccc2)Cc2c(-c3cccc(C(N)=O)c3)ccnc2O1 (centres undefined)	i	0.1
CC(CNC(=O)CC[C@H]1O[C@@H](n2ccc(=O)[nH]c2=O)[C@H](O)[C@@H]1O)c1ccccc1 (some centres undefined)	i	2.0
CCCCNc1ncnc2[nH]ncc12	i	1.0
Cc1cccc(S(=O)(=O)NC(=O)C2(C)CCN2C(=O)c2ccccc2)c1 (centres undefined)	i	0.8
COc1ccc(OC)c(NC(=O)/C=C/c2ccc(S(=O)(=O)N3CCOCC3)cc2)c1	i	1.2
CC(=O)Nc1ccc(S(=O)(=O)N(C)CC(=O)Nc2nc3ccccc3[nH]2)cc1	i	0.3
CN(Cc1ccccc1)Cc1cc(=O)oc2ccc3ccccc3c12	i	1.3
O=C1NC[C@H](Cc2ccc(O)cc2)N(C[C@H]2CCCN2C[C@H](Cc2ccccc2)N2C[C@H](Cc3ccccc3)N(CCc3ccccc3)C(=O)C2=O)C1=O	i	1.0
CCN(C(=O)COC(=O)c1cccc(C)c1[N+](=O)[O-])c1c(N)n(Cc2ccccc2)c(=O)[nH]c1=O	i	1.2
COc1ccc2[nH]c3c(c2c1)CCN1C(=O)C(CC(=O)NCC24CC5CC(CC(C5)C2)C4)C[C@H](C(=O)N(C(C)C)C(C)C)[C@@]31C (some centres undefined)	i	0.8

One compound at a time, as listed above:
O=C(NCc1ccccc1)C(c1ccccc1)n1c(=O)c(-c2ccco2)nc2ccccc21 (centres undefined) in the list: Myeloid diff 2 = i; Myeloid diff 2 GFP+ MAC1+ % = 5.4
Cc1cccc(S(=O)(=O)NC(=O)C2(C)CCN2C(=O)c2ccccc2)c1 (centres undefined) in the list: Myeloid diff 2 = i; Myeloid diff 2 GFP+ MAC1+ % = 0.8
CC(=O)Nc1ccc(S(=O)(=O)N(C)CC(=O)Nc2nc3ccccc3[nH]2)cc1 in the list: Myeloid diff 2 = i; Myeloid diff 2 GFP+ MAC1+ % = 0.3

Carrying on:
SMILES	Myeloid diff 2	Myeloid diff 2 GFP+ MAC1+ %
Cc1c(C(=O)NCc2ccc3c(c2)OCCO3)sc(=O)n1Cc1ccccc1C#N	i	2.2
CCN(CC(=O)Nc1c(F)cccc1F)C(=O)C1CCN(S(=O)(=O)c2ccccc2C(=O)OC)CC1	i	0.8
CC1(Cc2cccc(C(F)(F)F)c2)C(=O)Nc2c(Cl)ccc(Cl)c21 (centres undefined)	i	1.8
O=C1C(=Cc2ccco2)CCCC1=Cc1ccco1	i	5.1
CCCCCCN1CCN(C2CN(C3CCCCC3)S(=O)(=O)C2)CC1 (centres undefined)	i	2.0
Oc1[nH]c2ccccc2c1N=Nc1ccccc1Cl	i	1.3
Nc1ccn([C@@H]2O[C@H](CNCc3cccc(OC4CCCC4)c3)[C@@H](O)[C@H]2O)c(=O)n1	i	0.8
O=C(O)c1cc(O)ccc1O	i	2.0
COc1cccc(C(=O)N2CCC[C@H]2C(=O)N2CCC[C@H]2C(=O)N[C@@H](C)c2ccccc2)c1	i	0.6
COc1ccc2ccccc2c1C=NN1CCCCC1	i	0.9
CCOCCOC(=O)c1ccc(NC(=O)c2cc3ccccc3o2)cc1	i	0.1
Nc1ccc2c3c(cccc13)-c1ccccc1-2	+	9.2*

(continued)
SMILES	Myeloid diff 2	Myeloid diff 2 GFP+ MAC1+ %
Fc1cccc(Cc2c(-c3ccc(Cl)cc3)nc3c(Cl)cc(C(F)(F)F)cn23)c1	i	1.1
CCNC(=O)C1(C)CCN(C(=O)c2cccc3ccccc23)C1 (centres undefined)	i	1.5
CN1CCC(N2CCN(C3CN(Cc4ccc(F)cc4)S(=O)(=O)C3)CC2)CC1 (centres undefined)	i	0.2
Cn1nc(C(C)(C)C)cc1C(=O)N1CCCC(c2cc(C(=O)NCc3ccccc3)no2)C1 (centres undefined)	i	0.4
CCOC(=O)CNC(=O)C1(NC(=O)CNC(=O)OCc2ccccc2)CCCC1	i	0.4
CN(C(=O)c1ccc(NC(=O)Cc2cccc(NC(=O)C3CCN(C(=O)C4CCCC4)CC3)c2)cc1)C1CC1	i	1.5
Fc1cccc(CSc2ncnc3c2ncn3C2CCCCO2)c1 (centres undefined)	i	6.2
Cc1cccc(C)c1-n1nnnc1C(c1ccnc2ccccc12)N(CCC#N)Cc1ccccc1 (centres undefined)	i	2.2
COc1ncnc2c1ncn2CCCNCc1ccc2c(c1)OCO2	i	0.2
Cn1nc(C(C)(C)C)cc1N1C(=O)CCC1(C)C(=O)Nc1ccc2c(c1)OCCO2 (centres undefined)	i	1.1
CCOC(=O)[C@H]1[C@H]2COc3ccc(Br)cc3[C@@H]2N2C(=O)c3cc(OC)c(OC)cc3NC(=O)[C@@]12C	i	1.4
COC(=O)[C@@]12C[C@@H](CC(=O)NCc3cccc(C(F)(F)F)c3)C(=O)N(Cc3ccccc3)C1=CCC(C)(C)C2	i	3.6

Following part:
SMILES	Myeloid diff 2	Myeloid diff 2 GFP+ MAC1+ %
COc1ccc([C@H]2CC(=O)C[C@@H](CCn3cc(-c4nccn4C)nn3)O2)cc1	i	0.7
CCOc1ccc(N2C(=O)C(C)CNC2=S)cc1 (centres undefined)	i	2.1
CC(C)Nc1ncnc2c1ncn2[C@H]1CN(Cc2ccc3c(c2)OCO3)C[C@@H](CO)O1	i	1.4
CCOC(=O)C(Cc1ccnc2ccccc12)=NO	i	0.5
O=C1[C@H]2[C@@H](c3ccc(C(F)(F)F)cc3)N[C@]3(CCCN(Cc4ccc(C(F)(F)F)cc4)C3=O)[C@H]2C(=O)N1Cc1ccccc1	i	0.8
CCOC(=O)N1CCN(C(c2cc3ccccc3o2)c2nnnn2C(C)(C)C)CC1 (centres undefined)	i	0.4
Cc1cc(Cl)ccc1C(O)c1ncc(-c2ccc(Cl)cc2)[nH]1 (centres undefined)	i	0.6
COc1cccc(-c2cnc3c(NC(C)=O)cc(-c4cccc(C(=O)NCCO)c4)cn23)c1	i	0.0
CCCNC(=O)c1cc(C2CCCCN2C(=O)c2cccs2)on1 (centres undefined)	i	1.5

Compound activity deposited in PubChem BioAssay by NMMLSC.
